HCT116 bCat-KO – beta-catenin-lacking colon tumor cell growth suppression | HCT116 beta-catenin knockout viability, CellTiter-Glo, 60 h; stronger effect = lower value | viability, % at 10 µM | 140,000 tested, 1.5% active | AID 818;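 active = viability at or under a set limit, the compound median less 4 SD, cut at about 6% in these data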;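 note: 0% = Hyamine 1622 control at 20 µM and 100% = untreated cell control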
PTEN del growth – PTEN-deleted cell growth suppression. 140,000 tested, 1.2% active. viability, % at 10 µM. HCT116 PTEN-null viability, CellTiter-Glo, 60 h; stronger effect = lower value. AID 827;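 active = viability at or below a set limit, 4 SD under the median of all tested compounds, cut at about 3.7% in these data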;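 note: PTEN knockout HCT116 line with beta catenin targeted HCT116 as companion control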
Measles CPE – protection of cells from measles virus | Measles virus-infected cells, CPE protection, absorbance | protection (pct of control), % at 4 µM | 140,000 tested, 1.5% active | AID 841; in the data active = protection mostly above about 24%, no sharp cut-off; inactive = mostly below about 26%; note: some compounds called inactive have numbers as strong as hits
Phagocyt inh – blocks phagocytosis by macrophages | 110,000 tested, 0.07% active | J774A.1 macrophage IgG-bead phagocytosis, imaging | inhibition, % at 5 µM;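 active = inhibition above the mean of the plate negative controls plus 5 SD, cut at about 13% in these data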;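 note: phagocytic index as fraction of beads internalized from green versus red external bead signal; plate controls were DMSO negative control for no effect and cytochalasin-D positive control for full effect; some results beyond the cut were filed as inactive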
NPY Y2 blocker – blocks the human neuropeptide Y Y2 receptor; P49146; NPY-Y2 expressing cells, antagonist mode; inhibition, % at 2.7 µM; 140,000 tested, 0.99% active; AID 793; in the data active = inhibition above about 17%;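 note: 0% = vehicle with agonist challenge and 100% = reference antagonist with challenge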
Target sequence (P49146 whole entry, looked up): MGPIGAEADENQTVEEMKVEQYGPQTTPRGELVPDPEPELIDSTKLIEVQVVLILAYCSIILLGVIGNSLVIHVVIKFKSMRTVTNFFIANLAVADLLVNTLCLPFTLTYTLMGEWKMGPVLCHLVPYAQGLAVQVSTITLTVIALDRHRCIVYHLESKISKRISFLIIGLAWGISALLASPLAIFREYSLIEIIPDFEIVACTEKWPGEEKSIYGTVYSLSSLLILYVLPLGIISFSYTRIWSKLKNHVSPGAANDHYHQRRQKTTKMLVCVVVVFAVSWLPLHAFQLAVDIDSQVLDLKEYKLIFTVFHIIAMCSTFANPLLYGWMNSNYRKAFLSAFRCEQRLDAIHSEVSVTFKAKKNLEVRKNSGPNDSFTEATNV
E-sel TNF inh – TNF alpha driven E-selectin expression inhibition | AID 1246 | HUVEC TNFa-induced E-selectin immunofluorescence, high content | 120,000 tested, 0.71% active | inhibition, % at 2 µM;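 active = inhibition above the batch mean plus 3 SD, and confirmed as a hit on visual image review, cut at about 43% in these data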;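 note: 0% = TNF-stimulated DMSO wells and 100% = unstimulated control wells; not every result past the cut was called active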
Yeast lifespan up – yeast lifespan extension; S. cerevisiae growth with nicotinamide, OD615; deaD strain in restrictive glucose medium; inhibition of the nicotinamide effect, % at 10 µM; AID 775; 130,000 tested, 0.68% active;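 active = inhibition above a set limit, placed 3 SD over the median of all compounds, cut at about 26% in these data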;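 note: 0% = nicotinamide-treated wells and 100% = cells grown without nicotinamide; some compounds called inactive have numbers as strong as hits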
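Test system: DeaD-strain S. cerevisiae / Buffer or medium: restrictive glucose medium / Also added: nicotinamide 1.5 mM / Doses: one concentration, 10 µM, DMSO 0.25% / Schedule: 48 h at 30 °C / Signal: OD615 measurement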
MRP1 act – MRP-1 activation. 140,000 tested, 0.61% active. viability increase, % at 10 µM. H69AR cells + doxorubicin, viability rescue, CellTiter-Glo. AID 799;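 active = viability gain under doxorubicin at or above a set limit, the compound median plus 3 SD, cut at about 4.7% in these data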;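 note: MRP-1 overexpressing cells given doxorubicin 25 µM after compound pretreatment; 18-22 h compound pretreatment then 72 h with doxorubicin before readout; 0% = doxorubicin-only wells and 100% = vehicle-treated cells without doxorubicin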
Yeast growth inh – reduces growth of yeast BB579 in restrictive medium | S. cerevisiae BB579 growth, OD615, 48 h | inhibition, % at 10 µM | 140,000 tested, 0.51% active;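 active = inhibition above a set limit, 3 SD over the mean compound inhibition, cut at about 44% in these data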; note: inactives centre near -24
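Test system: Saccharomyces cerevisiae DeaD strain BB579, replicative lifespan model yeast | Buffer or medium: Restrictive CSMM-D medium | Doses: One dose, 10 µM compound with 0.25% DMSO | Incubation: 48 h exposure, 30 °C | Detection: Culture absorbance at 615 nm | Control set: Amphotericin B at 10 µg/mL as positive control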
GALR2 blocker – blocks the human galanin receptor 2 | inhibition, % at 4 µM | 140,000 tested, 0.39% active | GALR2-expressing cells, antagonist mode | AID 828; in the data active = inhibition above about 27%;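 note: cells stimulated with galanin 1-16 at roughly its EC80; 0% = agonist challenge control and 100% = basal control without agonist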
Target sequence (O43603 whole entry, looked up): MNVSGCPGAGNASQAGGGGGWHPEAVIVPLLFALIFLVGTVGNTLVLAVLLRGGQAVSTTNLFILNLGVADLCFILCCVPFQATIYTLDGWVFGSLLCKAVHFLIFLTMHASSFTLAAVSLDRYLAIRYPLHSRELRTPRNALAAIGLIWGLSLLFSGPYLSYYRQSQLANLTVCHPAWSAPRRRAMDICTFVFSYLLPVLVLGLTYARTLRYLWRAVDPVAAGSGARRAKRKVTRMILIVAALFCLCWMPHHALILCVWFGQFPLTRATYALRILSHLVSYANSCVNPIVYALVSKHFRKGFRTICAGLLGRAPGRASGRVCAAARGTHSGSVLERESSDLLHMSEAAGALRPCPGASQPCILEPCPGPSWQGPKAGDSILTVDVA
* hit, by the source's call; . = no result given. Compounds as they come; 6.1% or so of the library scored in one or more.

SMILES	HCT116 bCat-KO	PTEN del growth	Measles CPE	Phagocyt inh	NPY Y2 blocker	E-sel TNF inh	Yeast lifespan up	MRP1 act	Yeast growth inh	GALR2 blocker
Cc1cc2ncn(-c3ncnc4sc(C)c(C)c34)c2cc1C	97	91	4	0	4	-2	-7	0.3	-17	-2
O=C(C1CC1)N1CCc2cc(S(=O)(=O)N3CCOCC3)ccc21	87	90	11	.	0	2	-2	-1.8	-9	-2
COc1ccc(OC)c(S(=O)(=O)N2CCC(C(=O)Nc3cc(C)ccc3C)CC2)c1	91	89	4	1	5	16	-3	-4.0	-18	3
CC(C)(C)NC(=O)COC(=O)c1ccccc1Nc1ccc(SC(F)F)cc1	14	20	5	-7	3	.	-1	0.6	-1	3
O=C(/C=C/c1ccccc1)NC(=S)Nc1ccccc1C(=O)NC1CCCCC1	76	69	11	.	7	-14	-5	-3.0	-10	-2
Cc1ccc(CSc2nnc(-c3ccco3)n2N)cc1	83	84	5	-2	4	.	-10	-2.0	-4	-5
CC1=C(C(=O)OC(C)C)C(c2ccc(Br)s2)NC(=O)N1C (stereo not given)	82	72	13	4	5	27	2	-2.1	-8	-8
COC(=O)c1ccc(OC)c(CSc2nnc(-c3ccc(C(C)(C)C)cc3)o2)c1	70	65	7	-2	0	11	-8	-0.9	-36	-11
C=C(C)COc1ccc(-c2[nH]ncc2Oc2cccc(OC)c2)c(O)c1	17	24	6	0	1	.	-31	-4.7	75*	4
CC1=NNC(=O)C1C(c1ccccc1)C(C#N)C#N (stereo not given)	84	80	17	0	1	.	5	0.6	12	3
O=C(NCc1ccccc1F)C1CCCN1C(=O)NCc1ccccc1 (stereo not given)	108	105	4	0	0	-46	4	0.0	-39	-2
O=C1NC(=S)SC1=C1CCCCCC1	81	89	32	.	5	.	11	-0.1	-37	6
Cn1c2c(c(=O)n(C)c1=O)CN(Cc1ccco1)CN2	93	96	4	-1	2	8	-6	-3.3	-5	11
O=C(CSc1nc2ccccc2o1)Nc1ccccc1N1CCOCC1	99	95	48*	1	-1	-27	-13	-1.3	-36	11
NC(=O)CC[C@H](NC(=O)c1ccc(F)cc1)C(=O)OCC(=O)Nc1c(F)c(F)c(F)c(F)c1F	96	94	5	-4	1	.	3	-0.9	0	10
O=C(Nc1nc2ccccc2[nH]1)C1CCCO1 (stereo not given)	106	98	30	.	3	.	7	0.5	-64	-4
Cc1cc(C(=O)Cn2nnc(-c3ccc(Cl)cc3)n2)c(C)n1CC1CCCO1 (stereo not given)	45	46	15	.	20*	-33	39	-0.1	-14	-11
COc1ccc(/C=N/Nc2ccc([N+](=O)[O-])cc2)cc1Cn1cc([N+](=O)[O-])cn1	89	93	1	-1	3	-2	3	-3.3	-27	-9
Clc1ccccc1-c1nc(-c2cccnc2)no1	98	88	21	0	1	7	-18	-1.7	-8	-1
CCn1c(SCC(=O)Nc2cc(C)c(Cl)cc2OC)nnc1-c1ccco1	70	69	4	-1	4	-9	44	-1.0	-19	9
COc1ccc(CNC(=O)CCc2nc(-c3ccccc3F)no2)c(OC)c1	96	106	6	0	7	-14	-1	-1.4	-60	-17
O=C1c2ccccc2C(=O)N1CCCOc1ccccc1	99	90	2	0	4	-2	-25	-0.3	-34	0
COc1ccc(C2CC(C(F)(F)F)n3nc(C(=O)O)cc3N2)cc1OC (stereo not given)	126	107	36	-1	2	.	-8	-0.3	-25	11
COc1ccc(OC)c2c(C)cc(N3CCN(C(=O)c4ccc(F)cc4)CC3)nc12	80	63	-1	-2	6	-21	-19	-3.9	-48	-13
O=S(=O)(c1ccc2c(c1)OCCO2)N1CCC(n2nnc3cc(C(F)(F)F)ccc32)CC1	83	72	2	.	2	10	-5	-0.6	-25	-9

One compound at a time, as listed above.
O=C1NC(=S)SC1=C1CCCCCC1 is listed with HCT116 bCat-KO: 81; PTEN del growth: 89; Measles CPE: 32; Phagocyt inh: .; NPY Y2 blocker: 5; E-sel TNF inh: .; Yeast lifespan up: 11; MRP1 act: -0.1; Yeast growth inh: -37; GALR2 blocker: 6
CCn1c(SCC(=O)Nc2cc(C)c(Cl)cc2OC)nnc1-c1ccco1 is listed with HCT116 bCat-KO: 70; PTEN del growth: 69; Measles CPE: 4; Phagocyt inh: -1; NPY Y2 blocker: 4; E-sel TNF inh: -9; Yeast lifespan up: 44; MRP1 act: -1.0; Yeast growth inh: -19; GALR2 blocker: 9

3 compounds already listed, sorted by SMILES length, ascending.
SMILES	HCT116 bCat-KO	PTEN del growth	Measles CPE	Phagocyt inh	NPY Y2 blocker	E-sel TNF inh	Yeast lifespan up	MRP1 act	Yeast growth inh	GALR2 blocker
O=C1NC(=S)SC1=C1CCCCCC1	81	89	32	.	5	.	11	-0.1	-37	6
C=C(C)COc1ccc(-c2[nH]ncc2Oc2cccc(OC)c2)c(O)c1	17	24	6	0	1	.	-31	-4.7	75*	4
O=C(/C=C/c1ccccc1)NC(=S)Nc1ccccc1C(=O)NC1CCCCC1	76	69	11	.	7	-14	-5	-3.0	-10	-2

Continued.
SMILES	HCT116 bCat-KO	PTEN del growth	Measles CPE	Phagocyt inh	NPY Y2 blocker	E-sel TNF inh	Yeast lifespan up	MRP1 act	Yeast growth inh	GALR2 blocker
c1coc(-c2nnc3sc(-c4cccs4)nn23)c1	91	99	5	6	1	.	-13	-0.3	12	-8
Cc1cccc(-n2c(=O)[nH]c3c(C(N)=O)nc(CC(C)C)nc32)c1	109	100	3	-2	2	.	-12	-0.6	-44	-21
CN(c1ccccc1)S(=O)(=O)c1cccc(NC(=O)CSc2nnc(N)s2)c1	83	78	15	-14	-1	.	-2	-1.9	-18	10
Cc1cc(N/N=C/c2ccc(O)cc2O)nc(-c2ccccc2O)n1	5.9*	2.7*	3	-8	-6	.	0	2.6	-36	21
COc1ccc(NC(=O)CCN2C(=O)c3ccc([N+](=O)[O-])cc3C2=O)c(OC)c1	92	95	19	4	1	-15	-2	-1.1	-7	-1
CC(Oc1ccccc1)C(=O)OCC(=O)NC(=O)NCc1ccco1 (stereo not given)	98	101	17	-2	3	6	-13	-1.4	-31	5
Cc1cc(C)c2nc(N3CCCC(C(=O)N4CCC(C(N)=O)CC4)C3)sc2c1 (stereo not given)	78	76	2	0	1	.	-11	-2.5	8	-8
CCCCCC/C(=N/O)c1ccccn1	4.2*	4	12	-1	0	-21	-19	-3.8	100*	8
CCn1c(-c2csc(C(C)C)c2)n[nH]c1=S	100	91	4	-1	5	.	-2	-2.4	-46	-3
CN(C)c1nc(N)nc(CSc2nnnn2-c2ccccc2)n1	90	103	10	1	0	12	-13	-0.5	-28	-8
CCCCC(CC)CNC(=O)CCS(=O)(=O)c1cccc2nsnc12 (stereo not given)	88	80	3	-1	2	-13	2	-2.3	-7	-5
CC1CCN(Cc2ccc(NC(=O)CC3Oc4ccccc4NC3=O)cc2)CC1 (stereo not given)	93	102	10	0	2	-8	-5	-2.4	19	-1
CN(C(=O)c1ccc(C#N)cc1)c1nnc(-c2ccccn2)s1	91	96	9	.	-3	-14	.	-1.7	-38	-6
COc1ccc(C(=O)C2CCN(S(=O)(=O)c3ccc4c(c3)OCCO4)CC2)cc1	71	83	6	0	2	.	-5	-1.3	-60	13
Nc1ccn(-c2ccccc2)c(=O)c1	99	99	6	1	-1	-13	-11	-1.2	-54	-6
Cc1c(Cl)cccc1NC(=S)NCCN1CCOCC1	81	96	27	-11	1	.	0	-3.5	11	13
CSc1ccccc1NC(=S)Nc1cc(C)cc(C)c1	79	79	15	0	4	.	-10	-4.2	-28	0
Cc1ccc(C(C)n2cc(C(=O)NCc3ccncc3)nn2)cc1 (stereo not given)	95	98	4	0	2	10	-3	-2.0	-28	-13
CCOCC(=O)Nc1c(C(=O)OCC)oc2ccccc12	89	92	22	.	2	8	-16	0.7	-37	4
CSc1ncccc1C(=O)OCC(=O)N(C)C1CCS(=O)(=O)C1 (stereo not given)	96	101	3	-2	4	5	-3	-1.7	-24	10
COc1cccc(-c2cc(C(=O)N3CCN(Cc4ccccc4)CC3)no2)c1	88	94	3	0	6	2	-26	-4.2	-21	-8
CC1(C(=O)NCc2cccnc2)CCC(=O)N1CCc1ccccc1 (stereo not given)	96	93	2	.	3	.	6	-2.4	-28	2
COc1ccc(/C=C/C(=O)NC(=S)NNC(=O)c2cccnc2)cc1OC	92	93	3	.	0	6	-11	-4.3	-28	4
Cc1ccc(OCc2ccc(C(=O)N3CCOCC3)cc2)cc1C	76	86	25	0	3	3	-7	-0.1	19	-13
Oc1ccc(/C=N/n2cnn(Cc3ccccc3Cl)c2=S)c(O)c1	89	93	22	-5	6	.	-4	-2.2	-34	-3

Continuation:
SMILES	HCT116 bCat-KO	PTEN del growth	Measles CPE	Phagocyt inh	NPY Y2 blocker	E-sel TNF inh	Yeast lifespan up	MRP1 act	Yeast growth inh	GALR2 blocker
COC(=O)c1ccc(CSc2n[nH]c(=S)s2)o1	90	97	6	-2	3	.	7	-2.0	-67	6
CCCCCC(=O)Nc1ccc(Cc2ccncc2)cc1	94	94	14	.	4	5	.	-1.0	1	7
COc1ccc(OC)c(N2C(=O)CC(Cc3ccc(C)cc3)C2=O)c1 (stereo not given)	91	98	11	.	3	-13	.	-2.7	-19	-9
CCN1C(=O)/C(=C\N(C)C)NC1=S	95	101	6	0	2	.	3	-2.0	4	-3
Cc1[nH]nc(-c2ccc(O)c(C)c2O)c1Oc1ccccc1	81	80	4	1	3	16	-9	-3.8	-50	12
C=CCOC(=O)Nc1c(C(=O)OC)[nH]c2ccc(Cl)cc12	89	100	3	3	4	-25	0	-0.2	-75	-6
Cc1cc(OCCSc2nnc(-c3cccs3)n2C)ccc1Cl	88	85	5	0	6	-18	-9	-2.3	-18	9
Cc1ccc(-c2cc(N)n[nH]2)cc1	89	85	9	-2	0	10	-12	-4.2	-21	6
CC1(C)CC(=O)c2cc(OCC(=O)NCCCN3CCN(c4ccccc4F)CC3)ccc2O1	46	51	13	-1	6	21	-6	-2.9	-4	-6
CN(Cc1ccccc1)c1nc2c(c(=O)[nH]c(=O)n2C)n1Cc1ccccc1	97	93	10	-3	-1	.	6	0.5	-20	-6
COC(=O)CNC(=O)CCCCC(=O)NCC(=O)OC	95	101	22	.	3	.	-7	0.1	2	-8

An excerpt from above, reduced to Yeast lifespan up and PTEN del growth.
Molecule,Yeast lifespan up,PTEN del growth
CSc1ccccc1NC(=S)Nc1cc(C)cc(C)c1,-10,79
COc1ccc(OC)c2c(C)cc(N3CCN(C(=O)c4ccc(F)cc4)CC3)nc12,-19,63
CC1(C)CC(=O)c2cc(OCC(=O)NCCCN3CCN(c4ccccc4F)CC3)ccc2O1,-6,51
